M1 antag = human M1 muscarinic receptor antagonists, primary screen, CHO-K1 cells, Fluo-8 calcium fluorescence, 1536-well | Muscarinic acetylcholine receptor M1 (Homo sapiens), P11229 | CHO-K1 hM1, ACh EC80 antagonist | inhibition, % at 3 µM | actives 1.3% (n = 360,000);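 active = percent inhibition above its own plate's cutoff, namely the mean of that plate's compound wells plus 3 SD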;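 note: peak over basal fluorescence ratio during 140 s after agonist addition; 0% = ACh EC80 plus DMSO and 100% = DMSO alone without agonist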
M4 antag = human M4 muscarinic receptor antagonists, primary screen, CHO cells, Fluo-8 calcium fluorescence; AID 624125, 2012; actives 0.73% (n = 360,000); inhibition, % at 3 µM; CHO-hM4 cells, ACh EC80; Muscarinic acetylcholine receptor M4 (Homo sapiens), P08173;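 active = inhibition above its plate's cutoff, the mean inhibition of sample wells plus 3 SD, cut at about 27% in these data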;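 note: 0% = acetylcholine EC80 with DMSO and 100% = DMSO without agonist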
CHRM5 antagonist = human M5 muscarinic receptor antagonists, primary screen, CHO cells, Fluo-8 calcium fluorescence; Muscarinic acetylcholine receptor M5 (Homo sapiens), P08912; CHO-hM5 cells, ACh EC80; inhibition, % at 3 µM; actives 0.59% (n = 360,000);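 active = inhibition above a per-plate cutoff, the mean of that plate's test compounds plus 3 SD, cut at about 27% in these data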;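 note: 0% = acetylcholine EC80 with DMSO and 100% = DMSO without agonist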
Target sequence (P08912 whole entry, looked up): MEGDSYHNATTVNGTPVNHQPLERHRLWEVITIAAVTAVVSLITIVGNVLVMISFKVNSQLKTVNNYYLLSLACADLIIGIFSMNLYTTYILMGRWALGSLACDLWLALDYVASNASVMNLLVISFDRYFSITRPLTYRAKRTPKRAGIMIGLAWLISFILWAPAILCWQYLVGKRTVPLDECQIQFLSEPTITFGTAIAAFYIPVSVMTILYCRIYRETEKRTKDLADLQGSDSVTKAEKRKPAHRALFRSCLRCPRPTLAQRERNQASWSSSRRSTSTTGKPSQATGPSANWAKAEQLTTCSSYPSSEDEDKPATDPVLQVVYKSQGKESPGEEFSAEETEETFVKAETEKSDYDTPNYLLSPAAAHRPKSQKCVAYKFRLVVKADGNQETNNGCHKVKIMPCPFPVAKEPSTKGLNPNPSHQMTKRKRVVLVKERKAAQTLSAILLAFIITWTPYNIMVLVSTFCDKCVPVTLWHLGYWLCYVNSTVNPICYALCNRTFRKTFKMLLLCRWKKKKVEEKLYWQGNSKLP
M5 PAM = human M5 muscarinic receptor positive allosteric modulators, primary screen, CHO-K1 cells, Fluo-8 calcium fluorescence; Muscarinic acetylcholine receptor M5 (Homo sapiens), P08912; CHO-K1 hM5, ACh EC20 PAM; 0% = ACh EC20, 100% = ACh EC100; activation, % at 3 µM; actives 0.3% (n = 360,000); AID 624038, 2012;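 active = activation above the run cutoff, the mean activation of all test compounds plus 3 SD, cut at about 18% in these data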
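System – CHO-K1 hM5 cells · Compound – 3 µM, single dose · Incubation – compound preincubation 140 s before EC20 acetylcholine addition · Technique – Fluo-8 calcium fluorescence · Measure – Max/basal fluorescence ratio as % of EC20–EC100 ACh window · Benchmarks – low control EC20 acetylcholine (0%), high control EC100 acetylcholine (100%) · Replication – singlicate, one well per test compound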
TAAR1 ag = human TAAR1 agonists, primary screen, Fluo-8 calcium fluorescence, CHO RD-HGA16 cells. vehicle wells 0%, saturating PEA agonist 100%. activation, % at 3 µM. actives 0.99% (n = 360,000). AID 624467, 2012;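 active = activation above the mean activation of all test compounds in the run plus 3 SD, cut at about 38% in these data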
Target sequence (Q96RJ0 whole entry, looked up): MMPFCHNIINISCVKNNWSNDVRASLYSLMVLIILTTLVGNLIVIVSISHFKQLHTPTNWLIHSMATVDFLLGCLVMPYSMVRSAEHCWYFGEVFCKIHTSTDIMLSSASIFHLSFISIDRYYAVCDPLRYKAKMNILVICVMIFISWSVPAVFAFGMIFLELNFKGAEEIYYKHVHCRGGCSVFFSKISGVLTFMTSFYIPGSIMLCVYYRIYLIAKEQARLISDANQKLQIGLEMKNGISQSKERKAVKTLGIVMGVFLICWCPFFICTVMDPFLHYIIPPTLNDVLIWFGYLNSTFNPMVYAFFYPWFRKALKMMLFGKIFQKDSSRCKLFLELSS
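Test system: RD-HGA16 (CHO) cells co-expressing Gα16 and hTAAR1 | Doses: Single dose, 3 µM | Schedule: 17-24 h seeding, 75 min 37 °C dye, 30 min RT | Evaluation: % activation from peak over basal fluorescence ratio, DMSO-to-PEA scaled | Technique: Kinetic Fluo-8 calcium fluorescence | Benchmarks: Low control DMSO, high control PEA (EC100)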
M1 PAM = human M1 muscarinic receptor positive allosteric modulators, primary screen, CHO-K1 cells, Fluo-8 calcium fluorescence, 1536-well | CHO-K1 hM1, ACh EC20; 0% = ACh EC20, 100% = maximal ACh | activation, % at 3 µM | actives 0.088% (n = 360,000) | Muscarinic acetylcholine receptor M1 (Homo sapiens), P11229; in the data active = activation above about 19%, passing the limit was not always enough
CHRM1 agonist = human M1 muscarinic receptor agonists, primary screen, Fluo-8 calcium fluorescence, CHO-K1 cells, HTS; AID 588814, 2011; Muscarinic acetylcholine receptor M1 (Homo sapiens), P11229; actives 0.33% (n = 360,000); activation, % at 3 µM; CHO-K1 hM1, agonist mode; 0% DMSO, 100% acetylcholine EC100;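 active = activation above the run's mean compound activation plus 3 SD, cut at about 16% in these data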;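 note: peak over basal fluorescence ratio within a 140 s kinetic read after compound addition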
CHRM5 agonist = human M5 muscarinic receptor agonists, primary screen, CHO-K1 cells, Fluo-8 calcium fluorescence. activation, % at 3 µM. actives 0.19% (n = 360,000). CHO-K1 hM5 cells; 0% DMSO wells, 100% maximal acetylcholine response. Muscarinic acetylcholine receptor M5 (Homo sapiens), P08912;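 active = activation above the run's mean over test compounds plus 3 SD, cut at about 23% in these data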;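 note: signal is peak over basal fluorescence ratio across the kinetic read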
CHRM4 agonist = human M4 muscarinic receptor agonists, primary screen, CHO-K1 cells, Fluo-8 calcium fluorescence; CHO-K1 hM4/Gqi5; vehicle 0%, full acetylcholine response 100%; AID 624127, 2012; actives 0.14% (n = 360,000); Muscarinic acetylcholine receptor M4 (Homo sapiens), P08173; activation, % at 3 µM;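 active = activation above the run mean over all test wells plus 3 SD, cut at about 32% in these data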;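 note: peak over basal fluorescence ratio per well then scaled between controls; 0% = DMSO wells and 100% = acetylcholine at EC100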
Starred values were filed as active, the others as inactive.

SMILES	M1 antag	M4 antag	CHRM5 antagonist	M5 PAM	TAAR1 ag	M1 PAM	CHRM1 agonist	CHRM5 agonist	CHRM4 agonist
Oc1cccc(-c2ccc3nccn3c2)c1	-3	-18	-9	-2	5	0	-6	-2	2
CCOC(=O)c1cc2sccc2n1CC(=O)O	-25	-7	-1	-9	-1	5	0	2	0
C/C(=N\NC(=O)c1cccc(C)c1)c1cccc(NC(=O)c2ccco2)c1	-6	-11	-4	-14	5	4	-4	-9	3
CCOc1cc(C(c2c(C)[nH][nH]c2=O)c2c(C)[nH][nH]c2=O)ccc1O	7	8	-4	3	2	1	-2	-1	1
Cc1cc(C(=O)NNS(=O)(=O)c2ccc(F)cc2)nn1C(C)(C)C	-14	-9	6	2	0	11	-7	-1	1
O=C(Cc1ccc(-n2cccc2)cc1)N1CCc2ccccc21	-8	-10	7	-2	-1	2	-3	-1	2
Cc1cccc(S(=O)(=O)N(C)C[C@@H]2OCc3cnnn3CCCC(=O)N([C@@H](C)CO)C[C@@H]2C)c1	-18	-3	4	2	0	12	-2	1	1
CS(=O)(=O)c1ccccc1C(=O)Nc1cccc(-c2nc3ccccc3o2)c1	5	-5	-4	-3	13	-8	-1	0	13
COC(=O)c1ccccc1OC(=O)c1cc2ccccc2oc1=O	-14	-7	-1	4	0	17	-1	-4	2
COc1ccc(-c2cc(C(=O)NCc3ccco3)c3ccccc3n2)cc1OC	2	-11	5	-12	9	-6	-3	1	12
C=Cc1ccc(CC2(C)C(=O)Nc3ccc(Cl)cc32)cc1 (stereo unspecified)	-11	-15	-3	3	-2	14	5	-1	0
CCOc1cc(/C=N/NC(=O)c2ccc(N(C)S(=O)(=O)c3ccccc3)cc2)ccc1OC	-10	2	8	-2	4	-2	-3	-1	10
N#Cc1ccc(NC(=O)C2=COCCO2)cc1	5	-8	-7	0	3	4	0	2	1
O=[N+]([O-])c1cccnc1N1CCC(c2cc(-c3ccc(Cl)cc3)n[nH]2)CC1	-17	3	12	-7	18	-3	0	-2	3
Cc1sc2nc(CSc3nnnn3-c3ccc(Cl)cc3)[nH]c(=O)c2c1C	3	3	3	0	3	0	-5	1	0
CC(C(=O)NC1CCCc2ccccc21)N1CCN(Cc2ccc3c(c2)OCO3)CC1 (stereo unspecified)	-4	-5	0	6	11	4	-6	-6	0
CCOC(=O)C1CCN(C(=O)c2cc3cc(Br)ccc3oc2=O)CC1	-13	4	-1	8	1	20	-7	-2	1
COC(=O)Cn1ccc2cc(S(=O)(=O)N3CCCCCC3)ccc21	-4	-3	-11	-5	2	0	-1	1	2
C#CC[N+](C)(C)CCCCCCCCC	8	9	8	-11	5	-3	-7	-8	0
Cc1ccc(C2C(C(=O)c3cc4ccccc4o3)=C(O)C(=O)N2CCN2CCOCC2)cc1 (stereo unspecified)	-10	-5	-3	1	1	9	-2	-2	1
O=C(Cn1cccc1C(=O)c1ccccc1)NCCC1=CCCCC1	-4	-4	8	2	5	7	-5	-4	-1
Cc1noc(C)c1C(=O)N1CCC1(C)C(=O)NS(=O)(=O)c1cccc(F)c1 (stereo unspecified)	-1	-3	1	-1	2	-1	-3	1	0
COc1ccc(CNC(=O)COC(=O)c2ccc(OCc3c(C)noc3C)cc2)cc1OC	-6	-1	4	-8	3	-6	0	3	4
COCCn1c(SCC(=O)Nc2c(C)n(C)n(-c3ccccc3)c2=O)nnc1-c1ccncc1	-14	1	9	4	0	11	-5	2	1
Cc1cccn2cc(CNc3ccccc3)nc12	-6	-2	5	-7	6	5	-5	2	1
COc1cc(/C=C/C(=O)O)ccc1OCc1ccc([N+](=O)[O-])cc1	-9	-4	-5	-1	7	0	-4	1	1
C[N+](C)(CC#Cc1ccccc1)CC(=O)c1ccccc1	12	-4	-4	2	1	-12	-8	-10	1
O=C(COC(=O)c1ccc([N+](=O)[O-])o1)NCc1ccccc1	-2	-3	13	3	2	14	1	2	1
Cc1ccc2c(CNCc3ccccc3)cc(=O)oc2c1	-8	12	8	-2	0	8	-3	-3	1
CC(C)Cc1nnc(NC(=O)CCC(=O)NCCc2ccccc2)s1	2	3	15	-1	8	2	-4	-4	0
CCCCC(=O)Nc1ccc(C(=O)Nc2cc(C(F)(F)F)ccc2Cl)cc1	-7	0	8	-3	6	5	-6	-2	1
O=C(O)C(O)(c1ccccc1)C(O)c1ccccc1 (stereo unspecified)	-15	-10	11	-2	4	7	-1	-1	0
Cc1ccc(C(=O)CSc2nnc(-c3ccccc3)n2-c2ccccc2)o1	-2	-5	-5	0	-1	1	-2	3	0
O=C(C1CC(=O)N(c2ccccc2)C1)N1CCC(c2nc3ccccc3[nH]2)CC1 (stereo unspecified)	-10	-7	11	-12	1	-3	-6	0	2
O=C(Nc1ccccc1C(=O)Nc1ccc(Br)cn1)c1ccccc1Cl	1	-1	10	-1	4	2	-4	0	2
COCCNC(=O)c1ccc(CS(=O)(=O)c2ccccc2)o1	-10	-1	-3	-1	17	5	-1	5	1
CC1CC1C(=O)OCC(=O)Nc1cccc(S(=O)(=O)NC2=NCCCCC2)c1 (stereo unspecified)	2	0	7	-1	2	-2	-4	-2	0
CC(C(=O)N1CCc2ccccc21)N1CCN(Cc2ccccc2)CC1 (stereo unspecified)	-5	-4	1	6	8	-4	-11	-6	2
Cc1cc2ncc(S(=O)(=O)C(C)(C)C)c(N)n2n1	-11	-6	3	0	1	7	-4	-2	2
c1ccc(Oc2nc(-c3cccnc3)nc3ccccc23)cc1	3	2	11	-6	0	-3	-6	-2	1

Limited to M1 PAM (2 entries from above):
structure | M1 PAM
Cc1cc2ncc(S(=O)(=O)C(C)(C)C)c(N)n2n1 | 7
c1ccc(Oc2nc(-c3cccnc3)nc3ccccc23)cc1 | -3

(listing goes on)
SMILES	M1 antag	M4 antag	CHRM5 antagonist	M5 PAM	TAAR1 ag	M1 PAM	CHRM1 agonist	CHRM5 agonist	CHRM4 agonist
Cc1csc(SCC(=O)c2cc(C)n(Cc3cccs3)c2C)n1	-2	1	-3	-14	6	-12	1	-2	7
Cc1nc(NCCNC(=O)c2ccco2)c2c(C)c(C)sc2n1	-14	5	4	-6	6	1	4	0	4
CC1CCN(C(=O)CNC(=O)Cn2ccc3ccccc3c2=O)CC1	-3	-4	1	-6	1	1	-1	2	1
COC(=O)Cc1c(CSc2ccccc2)oc2ccc(O)c(CN(C)C)c12	3	7	11	-6	4	3	-4	-2	1
CC(=O)Nc1cccc(Oc2ccc3c(c2)C(=O)N(CCC(=O)O)C3=O)c1	6	1	-1	4	6	1	-4	-2	0
O=c1[nH]c2cc(C(F)(F)F)ccc2n1-c1cc(C(F)(F)F)ccc1O	-27	-4	-6	5	2	10	9	1	4
O=C(CCC(=O)N(CC(=O)NC1CCCC1)c1ccccc1F)Nc1nccs1	-7	7	-4	6	-2	7	-3	-2	1
O=C1COC(c2ccccc2O)=NN1CCCl	-29	-6	-2	2	-1	13	-3	-1	0
CCCS(=O)(=O)c1c(S(=O)(=O)CCC)c2c(N)cccn2c1C(=O)c1ccc(F)cc1	-17	-1	-7	12	6	1	-4	-8	3
COc1cc(/C=N/N=C2/NC(=O)C(CC(=O)O)S2)ccc1OCc1ccc(Cl)cc1 (stereo unspecified)	-8	-7	-1	4	0	0	-7	-6	0
O=C(NCC1CCCO1)c1cccs1 (stereo unspecified)	-19	6	-6	2	9	19*	-3	4	1
COc1ccc(CCNS(=O)(=O)c2cnc(Cl)c(Br)c2)cc1OC	-7	-10	6	3	0	6	-2	3	1
O=C(CN1C(=O)S/C(=C\c2ccccc2Cl)C1=O)NC1C=CS(=O)(=O)C1 (stereo unspecified)	-12	1	14	-4	1	8	-8	-3	0
O=C(O)c1ccccc1NC(=O)C(Cc1ccccc1)N1C(=O)c2ccccc2C1=O (stereo unspecified)	-2	2	1	6	-2	2	-2	0	-1
Cc1nc2ccccc2nc(C)c1=NO	-10	-3	-7	1	11	5	-2	-9	0
Cn1nc(C(=O)N2CCN(S(=O)(=O)c3ccccc3)CC2)c2ccccc2c1=O	-32	-11	-6	5	5	10	-4	-4	1
CCOC(=O)CCSCC(=O)N1N=C(c2cccs2)CC1c1ccc(C)cc1 (stereo unspecified)	-15	-5	-6	3	5	9	-6	-2	0
Cc1ccccc1Cn1nc(C)c(NC(=O)c2noc3c2CCc2ccccc2-3)c1C	7	6	1	-5	0	-5	-3	-2	4
COC(=O)c1ccccc1NC(=O)CC(=O)Nc1ccccc1C(=O)OC	-9	7	5	0	0	4	2	-2	0
COc1ccc(CNC(=O)CN(c2cccc(OC)c2)S(C)(=O)=O)cc1	-4	-8	1	5	3	3	-4	-1	1

Part of the list above, reformatted.
SMILES,M1 antag,M4 antag,CHRM5 antagonist,M5 PAM,TAAR1 ag,M1 PAM,CHRM1 agonist,CHRM5 agonist,CHRM4 agonist
Cc1nc(NCCNC(=O)c2ccco2)c2c(C)c(C)sc2n1,-14,5,4,-6,6,1,4,0,4
CC1CCN(C(=O)CNC(=O)Cn2ccc3ccccc3c2=O)CC1,-3,-4,1,-6,1,1,-1,2,1
COC(=O)Cc1c(CSc2ccccc2)oc2ccc(O)c(CN(C)C)c12,3,7,11,-6,4,3,-4,-2,1

(cont.)
SMILES	M1 antag	M4 antag	CHRM5 antagonist	M5 PAM	TAAR1 ag	M1 PAM	CHRM1 agonist	CHRM5 agonist	CHRM4 agonist
Cc1cccc(N=C(NO)c2nonc2N)c1	1	0	-12	7	0	7	-2	-2	1
COc1cccc(CNC23CC4CC(CC(C4)C2)C3)c1OCc1ccccc1	-10	-2	-6	5	14	3	2	1	13
N#Cc1cccnc1N1CCN(C(=O)c2ccc3c(c2)S(=O)(=O)c2ccccc2C3=O)CC1	7	-6	20	-17	15	-3	-2	3	3
CCOC(=O)CSc1nnc(CSc2nc3sc4c(c3c(=O)[nH]2)CCC4)n1-c1ccccc1	-9	2	-2	1	8	7	-7	-5	-2
COc1ccc(-c2nnc3sc(-c4cccs4)nn23)cc1OC	-3	-2	3	-4	4	5	-4	-2	1
Fc1ccc(CNCc2ccc3c(c2)OCO3)cc1	-13	-15	-4	-4	1	13	-1	1	2
COC(=O)c1ccc(OCC(O)CN(CCO)CCO)cc1 (stereo unspecified)	1	-4	0	-2	12	2	-5	-1	1
COc1cccc(Oc2nc(-c3ccncc3)nc3ccccc23)c1	-11	-8	7	-7	10	5	-2	-2	0
COc1cccc(C(=O)COC(=O)c2cccs2)c1	-2	-1	13	-4	-1	4	-4	-4	2
Cc1cc(OCCn2ccnc2)cc(C(C)C)c1	74*	13	10	-21	2	-22	-9	-8	0

Source: PubChem BioAssay

Not all compounds are listed; the hit share may differ from the screen's.
